SIRT5 block: SIRT5 desuccinylase inhibitors, primary screen, biochemical, fluorescence imaging, single point, set 5 | NAD-dependent protein deacylase sirtuin-5, mitochondrial (Homo sapiens), Q9NXA8 | Purified SirT5, succinyl-peptide AMC, trypsin-coupled fluorescence | inhibition, % at 15 µM | 330,000 tested, 1.1% active | AID 652115, 2013; in the data active = inhibition above about 15%; inconclusive = no clear call, values can overlap the other calls
Target sequence (Q9NXA8 whole entry, looked up): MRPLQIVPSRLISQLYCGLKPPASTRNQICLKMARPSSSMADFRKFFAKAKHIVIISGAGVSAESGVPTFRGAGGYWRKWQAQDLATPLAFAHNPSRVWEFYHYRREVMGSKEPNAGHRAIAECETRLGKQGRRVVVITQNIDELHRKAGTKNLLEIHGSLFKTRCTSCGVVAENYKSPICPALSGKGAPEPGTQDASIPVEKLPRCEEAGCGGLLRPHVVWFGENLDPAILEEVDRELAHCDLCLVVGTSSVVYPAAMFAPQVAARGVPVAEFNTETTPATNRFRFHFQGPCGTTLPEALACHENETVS
LGR2 inh: inhibitors of bursicon-induced LGR2 CRE-luciferase signal, primary screen, cell-based, HEK293, CRE-luciferase reporter, bursicon stimulation. inhibition, % at 9.99 µM. 380,000 tested, 0.35% active. Drosophila bursicon receptor LGR2 (rickets). bursicon-stimulated, 4 h;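 active = drop in luminescence signal, shown as inhibition above about 50% in the replicate tests, limit read from the data, passing the limit was not always enough; inconclusive = probably only some replicates passing the limit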;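 note: agonist challenge used bursicon conditioned medium at about half maximal strength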
PAX8 reporter: inhibitors of PAX8-driven TPO luciferase reporter, primary screen, RMG-I cells, single concentration | SteadyGlo, 24 h | inhibition, % at 12.6 µM | 360,000 tested, 1.2% active;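 active = mean replicate inhibition at least 60% with every replicate also reaching 60%; inconclusive = only one of the two criteria is met; inactive = mean below 60% and not all replicates reaching 60%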;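 note: luciferase light reporting Pax8 driven TPO promoter activity; plate controls were median of neutral control wells for no effect and mitoxantrone controls for full effect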
EWS-Fli inh: EWS/Fli-driven NR0B1 reporter inhibitors, primary screen, A673 cells, NR0B1 luciferase, luminescence, MLPCN library. inhibition, % at 12.6 µM. viability-normalised. 350,000 tested, 0.67% active;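 active = mean inhibition of at least 50% after viability correction, with every replicate also passing that limit; inconclusive = mean reaches 50% but only one of two replicates passes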;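 note: firefly luciferase signal divided by Alamar Blue viability fluorescence both relative to DMSO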
DENV2 CPE: inhibitors of DENV2 cytopathic effect, primary screen, cell-based, plate reader, single concentration; DENV2-infected cells, cytopathic effect rescue; CPE inhibition, % at 9.99 µM; 350,000 tested, 1.7% active; AID 651640, 2012; in the data active = CPE inhibition above about 20%, passing the limit was not always enough; inconclusive = no clear call, values can overlap the other calls; tested in BHK-21 cells;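 note: 0% = median of neutral control wells and 100% = median of positive control wells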
ARNT-TACC3 inh: disruptors of ARNT/TACC3 protein interaction, primary screen, biochemical, AlphaScreen, single concentration. Transforming acidic coiled-coil-containing protein 3 (Homo sapiens), Q9Y6A5. AlphaScreen His-ARNT PAS-B/GST-TACC3 binding, luminescence; TACC3 fragment carries E629A point mutation. inhibition, % at 9.99 µM. 390,000 tested, 0.66% active;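 active = mean inhibition of replicates at least 50% and at least half of replicates each reaching 50%; inconclusive = half or more replicates reach 50% but mean below 50%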;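 note: 0% = complete ARNT plus TACC3 wells and 100% = ARNT alone without TACC3; many hits fall short of the cut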
CASP6 VEID inh: human caspase-6 inhibitors, primary screen, biochemical, VEID-R110 fluorescence, single point, set 2; P55212; 350,000 tested, 0.53% active; AID 686996, 2013; inhibition, % at 12.5 µM; purified caspase-6, Z-VEID-R110 cleavage fluorescence;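 active = mean inhibition across replicates at least about 35%, with every replicate also reaching that limit, limit read from the data; inconclusive = only one of the two criteria met; inactive = neither criterion met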;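 note: 0% = median of neutral control wells and 100% = no fluorescence left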
Target sequence (P55212 24-179 limits assumed): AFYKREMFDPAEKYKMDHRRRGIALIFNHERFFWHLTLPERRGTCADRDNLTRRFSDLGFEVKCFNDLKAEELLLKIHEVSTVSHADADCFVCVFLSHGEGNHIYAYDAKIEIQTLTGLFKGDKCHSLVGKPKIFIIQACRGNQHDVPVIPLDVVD
Target sequence (P55212 194-293 limits assumed): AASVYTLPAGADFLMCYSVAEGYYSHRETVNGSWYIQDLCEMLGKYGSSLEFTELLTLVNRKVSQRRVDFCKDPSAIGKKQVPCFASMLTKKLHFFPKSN
* = called active by the depositor; ? = inconclusive; · = no result given. Hits appear at their usual frequency (roughly 4.9% active in at least one column).

#	SMILES	SIRT5 block	LGR2 inh	PAX8 reporter	EWS-Fli inh
1	C[C@H]1CN([C@@H](C)CO)C(=O)c2cc(C#Cc3cccnc3)cnc2O[C@H]1CN(C)C(=O)CN(C)C	-2	-6	-20	-11
2	Cc1cccc(OC(C)C(=O)NCc2ccc(S(N)(=O)=O)cc2)c1 (centres undefined)	-4	9	9	9
3	O=C(O)c1ccccc1CSc1nnc2c(n1)[nH]c1ccccc12	-1	-5	4	6
4	CCOC(=O)c1csc(-n2nc(C)cc2C(F)(F)F)n1	2	-7	-3	-1
5	CC(C)(C)c1ccc(C(=O)NC(=O)COC(=O)c2ccco2)cc1	2	9	-19	-2
6	Cc1cc(NC(=O)c2ccc(COc3ccccc3Cl)o2)no1	-3	6	4	-1
7	Cc1c2c(n3c(nc4ccccc43)c1C#N)N(CCN1CCOCC1)CC2	-11	-8	5	3
8	CC(C)(C)OC(=O)C[C@@H]1C/C=C\C[C@@H](CC(=O)N(CCO)Cc2ccccc2)C(=O)N[C@H](C(C)(C)C)COC1=O	·	5	-3	4
9	COCC(=O)Nc1ccc2c(c1)C(=O)N(C)C[C@H](OC)[C@@H](C)CN(Cc1ccncc1)[C@H](C)CO2	0	-2	-2	-2
10	CCC(=O)N(C)C[C@H]1Oc2ncc(C#CCC(C)C)cc2C(=O)N([C@@H](C)CO)C[C@@H]1C	-1	-18	·	-4

#	DENV2 CPE	ARNT-TACC3 inh	CASP6 VEID inh
1	1	15	-1
2	·	2	-1
3	-4	0	0
4	8	9	1
5	18	-2	2
6	-5	-1	0
7	-6	-23	0
8	2	0	·
9	-7	-11	0
10	3	-11	-1

(next part)
#	SMILES	SIRT5 block	LGR2 inh	PAX8 reporter	EWS-Fli inh
11	O=C(C[C@@H]1C=C[C@H](NC(=O)Nc2cccc(F)c2)[C@H](CO)O1)NCC1CCCCC1	-3	11	13	8
12	O=C(Cc1cccs1)NC1(C(=O)NC2CCCC2)CCCCC1	-5	22	-9	10
13	O=S(=O)(c1cccc2cccnc12)N1CCN(Cc2ccccc2)CC1	1	-11	-6	-15
14	CCCCNC(=O)NS(=O)(=O)c1ccc(C)cc1	-2	-4	-21	-2
15	O=C(NCCS(=O)(=O)N1CCN(c2ccccc2)CC1)C1CC(=O)N(c2ccccc2)C1 (centres undefined)	0	2	28	-1
16	CC(C)NC(=O)Nc1ccc2c(c1)C(=O)N([C@H](C)CO)C[C@H](C)[C@H](CN(C)C(=O)NC(C)C)OCCCC[C@H](C)O2	1	26	2	·
17	COc1cc2nc(Nc3cccc(F)c3)nc(N)c2cc1OC	-5	-5	-2	5
18	CC(Sc1nnnn1C1CCCCC1)C(=O)O (centres undefined)	-4	32	-1	-4
19	Cc1cc2c(C)cc(=O)oc2c2c1NCCC2	-31	-1	·	-6
20	NC1=NC(=Nc2ccc(S(=O)(=O)N3CCOCC3)cc2)c2ccccc21	5	6	-2	-1

#	DENV2 CPE	ARNT-TACC3 inh	CASP6 VEID inh
11	1	4	1
12	?	-3	-3
13	0	-8	3
14	-3	-1	-9
15	9	-8	-4
16	7	·	0
17	-3	20	-15
18	0	-5	1
19	2	-3	2
20	-2	-3	3

(next part)
#	SMILES	SIRT5 block	LGR2 inh	PAX8 reporter	EWS-Fli inh
21	Cn1cnc(S(=O)(=O)N2CCCCN3[C@H](C2)[C@H](c2ccc(C4=CCCC4)cc2)[C@@H]3CO)c1	1	·	-24	-5
22	Nc1ncnc2c1ncn2[C@@H]1O[C@H](CNC(=O)[C@@H]2CCCN2S(=O)(=O)c2ccc(F)cc2)[C@@H](O)[C@H]1O	-4	9	-10	-2
23	CCCCCCCCN1C(=O)[C@@H](CC(=O)NCCC(C)C)C[C@@]2(C(=O)OC)C1=C[C@H](C1CCCC1)O[C@@H]2C	·	22	-13	13
24	O=C(NCCN1CCN(c2ccccc2F)CC1)c1ccc2nc3ccccc3c(=O)n2c1	-6	-7	-19	-22
25	COc1ccc(Cl)cc1NC(=S)Nc1ccc(Cl)cn1	-3	·	15	3
26	CCc1ccc(OCC(=O)OCC(=O)c2ccc3c(c2)NC(=O)CO3)cc1	-1	14	·	-1
27	CN(CCO)S(=O)(=O)c1ccc2c(c1)C(=NN)c1cc(S(=O)(=O)N(C)CCO)ccc1-2	6	-1	13	3
28	C/C(=N/OC(=O)c1ccc(C(F)(F)F)cc1)c1oc(C)nc1C	1	·	8	2
29	COc1ccccc1OCc1ccc(C(=O)NC2CCCCC2)o1	-1	-4	14	-4
30	CC(=O)Nc1ccc(NC(=O)CSc2nnc(NC(=O)C3CC(=O)N(c4ccccc4)C3)s2)cc1 (centres undefined)	-2	-3	-2	-1

#	DENV2 CPE	ARNT-TACC3 inh	CASP6 VEID inh
21	-3	·	·
22	?	-4	-2
23	-5	·	-3
24	3	48*	-2
25	-1	-9	1
26	·	2	-2
27	-4	-6	·
28	7	-5	-3
29	-4	-4	-2
30	-8	1	-2

Later entries:
#	SMILES	SIRT5 block	LGR2 inh	PAX8 reporter	EWS-Fli inh
31	C[C@@H]1CN([C@H](C)CO)C(=O)Cc2cc(NS(=O)(=O)c3ccccc3)ccc2O[C@H]1CN(C)CC1CC1	-1	-13	15	2
32	CC1(Cc2ccc(Cl)c(Cl)c2)C(=O)Nc2c(Cl)ccc(Cl)c21 (centres undefined)	14	11	7	-4
33	Cc1cc(C)cc(NC(=S)NCc2cccn2C)c1	-17	-10	·	4
34	COc1ccc(C2CC3(CC(C)(C)NC(=S)N3)Oc3cc(O)cc(C)c32)cc1 (centres undefined)	·	13	24	·
35	O=C(COC(=O)Cc1ccc(Cl)cc1)NCc1ccc(F)cc1	0	-32	-5	3
36	CCCCCCCCOC(=O)c1cc([N+](=O)[O-])c(Sc2ncnc3nc[nH]c23)c([N+](=O)[O-])c1	5	·	25	39
37	C=CCNc1nc(C(=O)OCC(=O)c2ccc(OC)cc2OC)cs1	-2	-58	-81	-8
38	COc1ccc(NC(=O)CN(C)C(=O)C2=COCCO2)cc1	-1	-1	·	5
39	CCC1(c2ccc(F)cc2)NC(=O)NC1=O (centres undefined)	-4	17	-4	0
40	CCOc1ccc(C(=O)NCc2ccco2)cc1Cl	0	-2	5	8

#	DENV2 CPE	ARNT-TACC3 inh	CASP6 VEID inh
31	8	-4	-2
32	2	·	3
33	2	6	4
34	·	12	·
35	?	-3	-1
36	1	4	-3
37	-9	1	1
38	2	1	-1
39	5	-4	0
40	-4	2	4

Additional structures follow.
#	SMILES	SIRT5 block	LGR2 inh	PAX8 reporter	EWS-Fli inh
41	Cc1c(P(=O)(c2ccccc2)c2ccccc2)c2ccccc2n1C	-1	-6	4	7
42	O=C(NCCCc1ccncc1)C1CCC(=O)N(Cc2cccc(C(F)(F)F)c2)C1 (centres undefined)	1	-9	2	·
43	O=C(CCN1CCOCC1)NNC(=O)Nc1cccc([N+](=O)[O-])c1	3	13	-2	-1
44	CCN(CC)C(=O)[C@H]1CC(CC(=O)NCc2ccco2)C(=O)N2CCc3c([nH]c4ccc(OC)cc34)[C@]12C (some centres undefined)	4	-7	1	1
45	O=C(Nc1ccc(C(F)(F)F)cc1)c1cccc(-n2cnnn2)c1	-4	-21	23	-2
46	COc1cccc(CN2CC(C(=O)N3CCSCC3)CCC2=O)c1 (centres undefined)	1	3	-15	2
47	COC(=O)c1sc(C(F)(F)F)c(-c2ccccc2)c1S(=O)(=O)NC(C)(C)C	·	7	-6	8
48	CCNC(=S)NNC(=O)c1ccc(S(=O)(=O)NCc2ccco2)cc1	4	·	3	23
49	COc1cc(CNCc2ccc(Br)cc2)cc(OC)c1	2	-10	-3	2
50	COc1ccc(S(=O)(=O)N/N=C(/C)c2ccco2)cc1	2	12	8	-4

#	DENV2 CPE	ARNT-TACC3 inh	CASP6 VEID inh
41	-7	·	0
42	11	0	-3
43	-6	-4	4
44	-2	2	0
45	-4	-3	0
46	-5	·	-5
47	?	-4	1
48	0	-10	·
49	-4	-3	-5
50	-4	-2	6

2 compounds from above, limited to DENV2 CPE and CASP6 VEID inh:
item | smiles | DENV2 CPE | CASP6 VEID inh
47 | COC(=O)c1sc(C(F)(F)F)c(-c2ccccc2)c1S(=O)(=O)NC(C)(C)C | ? | 1
49 | COc1cc(CNCc2ccc(Br)cc2)cc(OC)c1 | -4 | -5

Next entries
#	SMILES	SIRT5 block	LGR2 inh	PAX8 reporter	EWS-Fli inh
51	COc1ccc(S(=O)(=O)N2CCCCC2c2cc(C(=O)NCc3ccccc3)no2)cc1 (centres undefined)	·	2	22	0
52	Cc1ccnc(N/N=C/c2ccccc2)n1	·	-30	-94	·
53	COc1ccccc1NC(=O)N(C)C[C@@H]1OCc2cn(nn2)CCCC(=O)N([C@H](C)CO)C[C@@H]1C	1	-9	·	-2
54	N#Cc1nc(-c2ccccc2)oc1NCCCn1ccnc1	-20	1	-18	-12
55	COc1ccc(OC)c(CNC(=O)CCN2C(=O)COc3ccccc32)c1	-4	2	·	·

#	DENV2 CPE	ARNT-TACC3 inh	CASP6 VEID inh
51	-4	·	1
52	·	-1	·
53	-2	4	0
54	-7	11	-3
55	·	2	-5

Arranged by formula weight (lowest first): some entries from above
#	SMILES	SIRT5 block	LGR2 inh	PAX8 reporter	EWS-Fli inh
19	Cc1cc2c(C)cc(=O)oc2c2c1NCCC2	-31	-1	·	-6
14	CCCCNC(=O)NS(=O)(=O)c1ccc(C)cc1	-2	-4	-21	-2
33	Cc1cc(C)cc(NC(=S)NCc2cccn2C)c1	-17	-10	·	4
17	COc1cc2nc(Nc3cccc(F)c3)nc(N)c2cc1OC	-5	-5	-2	5
28	C/C(=N/OC(=O)c1ccc(C(F)(F)F)cc1)c1oc(C)nc1C	1	·	8	2
25	COc1ccc(Cl)cc1NC(=S)Nc1ccc(Cl)cn1	-3	·	15	3
43	O=C(CCN1CCOCC1)NNC(=O)Nc1cccc([N+](=O)[O-])c1	3	13	-2	-1
41	Cc1c(P(=O)(c2ccccc2)c2ccccc2)c2ccccc2n1C	-1	-6	4	7
55	COc1ccc(OC)c(CNC(=O)CCN2C(=O)COc3ccccc32)c1	-4	2	·	·
48	CCNC(=S)NNC(=O)c1ccc(S(=O)(=O)NCc2ccco2)cc1	4	·	3	23
47	COC(=O)c1sc(C(F)(F)F)c(-c2ccccc2)c1S(=O)(=O)NC(C)(C)C	·	7	-6	8
10	CCC(=O)N(C)C[C@H]1Oc2ncc(C#CCC(C)C)cc2C(=O)N([C@@H](C)CO)C[C@@H]1C	-1	-18	·	-4

#	DENV2 CPE	ARNT-TACC3 inh	CASP6 VEID inh
19	2	-3	2
14	-3	-1	-9
33	2	6	4
17	-3	20	-15
28	7	-5	-3
25	-1	-9	1
43	-6	-4	4
41	-7	·	0
55	·	2	-5
48	0	-10	·
47	?	-4	1
10	3	-11	-1

#	SMILES	SIRT5 block	LGR2 inh	PAX8 reporter	EWS-Fli inh
1	C[C@H]1CN([C@@H](C)CO)C(=O)c2cc(C#Cc3cccnc3)cnc2O[C@H]1CN(C)C(=O)CN(C)C	-2	-6	-20	-11
9	COCC(=O)Nc1ccc2c(c1)C(=O)N(C)C[C@H](OC)[C@@H](C)CN(Cc1ccncc1)[C@H](C)CO2	0	-2	-2	-2
31	C[C@@H]1CN([C@H](C)CO)C(=O)Cc2cc(NS(=O)(=O)c3ccccc3)ccc2O[C@H]1CN(C)CC1CC1	-1	-13	15	2
22	Nc1ncnc2c1ncn2[C@@H]1O[C@H](CNC(=O)[C@@H]2CCCN2S(=O)(=O)c2ccc(F)cc2)[C@@H](O)[C@H]1O	-4	9	-10	-2
23	CCCCCCCCN1C(=O)[C@@H](CC(=O)NCCC(C)C)C[C@@]2(C(=O)OC)C1=C[C@H](C1CCCC1)O[C@@H]2C	·	22	-13	13

#	DENV2 CPE	ARNT-TACC3 inh	CASP6 VEID inh
1	1	15	-1
9	-7	-11	0
31	8	-4	-2
22	?	-4	-2
23	-5	·	-3
